TNAP act hi DEA: TNAP (human) activation, high acceptor; purified TNAP, CDP-star luminescence, 1 M DEA, 30 min; active compounds read high; 0 = EDTA background, 1 = DMSO-only activity; activation factor at 20 µM; 200,000 tested, under 10 active; AID 1136;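 active = activation factor at least 2 at 20 µM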
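Measured by: Luminescent substrate turnover signal | Test system: Human TNAP | Input: TNAP 1/800 final | Dosing: 20 µM single point | Schedule: 30 min, room temperature | Controls: EDTA wells as negative control, DMSO wells as positive control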
PMI activator: increases human mannose-6-phosphate isomerase activity; P34949; purified human PMI, coupled resazurin fluorescence, 20 min; active compounds read high; 1 = vehicle control, 0 substrate-free wells; 190,000 compounds, 0.005% hits; activation factor at 20 µM;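 active = activation factor of 2 or more at 20 µM, relative to plate controls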
Target sequence (P34949 whole entry, looked up): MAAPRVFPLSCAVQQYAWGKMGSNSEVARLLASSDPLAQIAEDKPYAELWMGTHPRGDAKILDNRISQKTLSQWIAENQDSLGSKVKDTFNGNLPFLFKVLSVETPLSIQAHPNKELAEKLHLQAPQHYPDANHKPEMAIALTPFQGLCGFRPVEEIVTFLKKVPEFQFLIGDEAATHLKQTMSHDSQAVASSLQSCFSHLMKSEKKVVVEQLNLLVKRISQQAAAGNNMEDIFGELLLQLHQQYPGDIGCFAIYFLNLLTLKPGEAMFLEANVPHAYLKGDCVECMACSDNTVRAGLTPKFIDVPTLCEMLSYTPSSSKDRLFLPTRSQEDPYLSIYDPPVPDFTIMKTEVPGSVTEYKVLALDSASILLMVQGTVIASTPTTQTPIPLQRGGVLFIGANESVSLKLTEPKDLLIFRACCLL
FLuc act counter: firefly luciferase counter-screen for stimulation assays; P08659; ATPlite luciferase biochemical, luminescence, 10 min; 0 = ATP-free wells, 1 = DMSO control; activation factor at 10 µM; 200,000 tested, under 10 active; AID 1027;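 active = luciferase activation factor, scaled between plate controls, of at least 2 with compound at 10 µM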
Target sequence (P08659 whole entry, looked up): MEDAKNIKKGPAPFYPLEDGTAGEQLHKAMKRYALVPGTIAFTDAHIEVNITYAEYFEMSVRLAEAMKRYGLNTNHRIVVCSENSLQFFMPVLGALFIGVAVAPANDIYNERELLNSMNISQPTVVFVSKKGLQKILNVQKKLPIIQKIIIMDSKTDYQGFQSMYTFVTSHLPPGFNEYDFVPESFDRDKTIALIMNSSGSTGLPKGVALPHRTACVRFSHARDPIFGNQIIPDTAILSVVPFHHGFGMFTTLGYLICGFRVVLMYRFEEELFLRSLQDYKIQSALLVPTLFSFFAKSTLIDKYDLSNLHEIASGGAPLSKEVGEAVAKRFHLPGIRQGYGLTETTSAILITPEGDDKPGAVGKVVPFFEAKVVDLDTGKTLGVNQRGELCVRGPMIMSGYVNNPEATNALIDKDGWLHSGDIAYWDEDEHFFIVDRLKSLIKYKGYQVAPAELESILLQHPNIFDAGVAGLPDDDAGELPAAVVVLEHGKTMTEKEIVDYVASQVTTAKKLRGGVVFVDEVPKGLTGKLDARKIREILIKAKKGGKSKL
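Assay system: Luciferase/luciferin detection reagent, cell-free biochemical luciferase assay / Read-out: luciferase activation / Benchmarks: No-ATP low control, compound-free enzyme-plus-ATP high control / Medium: PBS buffer for ATP / Detection: luminescence measurement of luciferase light output / Schedule: 10 min at ambient temperature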
NF-kB expr up: NF-kB expression increase, human neuronal cells. 190,000 compounds, 1.6% hits. fold change at 12.5 µM. AID 1239. NF-kB reporter expression; active compounds read high; in the data active = fold change above about 3.3
bIAP activator: intestinal alkaline phosphatase (bovine) activation. purified bovine IAP, CDP-star luminescence, 30 min; active compounds read high; fold of DMSO-control signal, blank-subtracted. activation factor at 20 µM. 200,000 compounds, 0.17% hits. AID 1016;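 active = activation factor of 2 or more at 20 µM, a signal rise over negative controls twice the positive control's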
APP 5'UTR act: APP 5'UTR luciferase reporter activation | SH-SY5Y APP 5'UTR luciferase reporter, luminescence; zero percent = DMSO vehicle wells | activation, % at 2 µM | 190,000 compounds, 1% hits;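 active = activation above a set limit, based on mean plus 3 SD of controls, cut at about 140% in these data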; note: values of inactives mirror those of a sister screen read the other way
FLuc inh counter: Photinus pyralis luciferase inhibition counter-screen | P08659 | ATPLite firefly luciferase biochemical luminescence, 10 min | inhibition, % at 10 µM | 200,000 compounds, 1.5% hits;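 active = inhibition above about 50% when tested at 10 µM, limit read from the data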
PMI act hi M6P: PMI (human) activation, high substrate; activation factor at 20 µM; P34949; coupled PMI enzyme assay, resazurin fluorescence, 20 min; active compounds read high; 1 = untreated enzyme, 0 = substrate-free blank; 190,000 compounds, 0.34% hits;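 active = activation factor of 2 or more at 20 µM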
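Material: human phosphomannose isomerase with PGI, G6PDH, diaphorase coupling enzymes / Reagent: Man-6-P substrate 1.0 mM / Dosing: single compound dose of 20 µM, 1% DMSO final / Incubation: enzyme reaction with compound 20 min at room temperature / Signal: resorufin fluorescence (Ex 544/Em 590 nm) from resazurin via diaphorase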
TNAP inh hi DEA: TNAP (human) inhibition, high acceptor; P05186; inhibition, % at 20 µM; 200,000 compounds, 0.03% hits; purified TNAP, CDP-star luminescence, 1 M DEA;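 active = over 50% inhibition of tissue-nonspecific alkaline phosphatase at 20 µM in the single-dose screen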;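 note: plate controls were DMSO wells for no effect and EDTA-quenched wells as full inhibition for full effect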
TNAP inh noacc: TNAP (human) inhibition, acceptor-free conditions | purified TNAP, CDP-star luminescence, 30 min | inhibition, % at 20 µM | 200,000 compounds, 0.26% hits | AID 1012;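 active = tissue-nonspecific alkaline phosphatase inhibition above about 50% at 20 µM in the single-dose screen, limit read from the data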;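 note: 0% = DMSO negative control and 100% = EDTA positive control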
An asterisk follows results filed as active.

SMILES	TNAP act hi DEA	PMI activator	FLuc act counter	NF-kB expr up	bIAP activator	APP 5'UTR act	FLuc inh counter	PMI act hi M6P	TNAP inh hi DEA	TNAP inh noacc
Nc1nc(-c2cccnc2)nn1C(=O)Cc1ccccc1	1	0.8	1	1.1	1	12	-4	0.9	2	8
COC(=O)Cc1ccc(NC(=O)c2ccc(C(C)(C)C)cc2)cc1	1	0.9	0.4	0.54	0.8	-84	60*	0.9	-4	-14
O=C(c1cccc(C(F)(F)F)c1)C1CCCN(Cc2ccc(OCCO)cc2)C1 (stereo not drawn)	1.1	1	1	0.9	1	19	-4	1	-6	-12
CCN(CC)C(=O)Cn1c(=O)n(-c2ccccc2)c(=O)c2sccc21	1	1	1	1.2	1.1	40	4	1	0	3
Cn1cnnc1SCc1ccc(C(=O)N=Nc2c(O)n(C)c3ccccc23)cc1	1	1	1	1.3	1.3	-3	3	1.1	-3	6
CCn1nnc2c(=O)oc3ccccc3c21	1	1	1	1.2	1.1	-8	-3	1.1	2	-9
CC(=O)c1ccc(OCC(=O)c2ccc(-c3ccccc3)cc2)cc1	1.1	0.9	1	1	0.6	1	-4	0.9	-7	-8
O=c1[nH]cnc2sc3c(c12)CCN(Cc1ccccc1)C3	1.1	1.6	1.1	0.98	0.4	-10	-8	1.6	-7	2
Cc1cc([N+](=O)[O-])nn1Cc1ccc(F)cc1	1	1	1	0.87	1	-3	-5	0.9	-1	-6
COc1cccc(CC(=O)n2nc(N)c3cc4ccc(OC)cc4nc32)c1	1	1	1	1.2	1.1	-13	-4	1	-3	-42

5 of the compounds above, in CSV form.
compound,TNAP act hi DEA,PMI activator,FLuc act counter,NF-kB expr up,bIAP activator,APP 5'UTR act,FLuc inh counter,PMI act hi M6P,TNAP inh hi DEA,TNAP inh noacc
Nc1nc(-c2cccnc2)nn1C(=O)Cc1ccccc1,1,0.8,1,1.1,1,12,-4,0.9,2,8
COC(=O)Cc1ccc(NC(=O)c2ccc(C(C)(C)C)cc2)cc1,1,0.9,0.4,0.54,0.8,-84,60*,0.9,-4,-14
O=C(c1cccc(C(F)(F)F)c1)C1CCCN(Cc2ccc(OCCO)cc2)C1 (stereo not drawn),1.1,1,1,0.9,1,19,-4,1,-6,-12
CCN(CC)C(=O)Cn1c(=O)n(-c2ccccc2)c(=O)c2sccc21,1,1,1,1.2,1.1,40,4,1,0,3
Cn1cnnc1SCc1ccc(C(=O)N=Nc2c(O)n(C)c3ccccc23)cc1,1,1,1,1.3,1.3,-3,3,1.1,-3,6

(cont.)
SMILES	TNAP act hi DEA	PMI activator	FLuc act counter	NF-kB expr up	bIAP activator	APP 5'UTR act	FLuc inh counter	PMI act hi M6P	TNAP inh hi DEA	TNAP inh noacc
COc1ccc(-c2nc(-c3ccccc3)c(-c3cc([N+](=O)[O-])ccc3C)[nH]2)cc1O	1	0.8	1	0.63	1	7	-5	0.8	0	2
O=C(c1ccccc1)c1ccc(CN2C(=O)c3ccccc3C2=O)o1	1	0.9	1.1	0.98	0.8	17	-11	0.9	-2	-4
Cc1ccc(C(c2nnnn2Cc2cccs2)N2CCN(Cc3ccc4c(c3)OCO4)CC2)cc1 (stereo not drawn)	1.1	0.9	1	0.94	1.2	-4	-4	0.9	-6	-9
O=C(O)C1CCCN(S(=O)(=O)c2ccc3c(c2)OCCO3)C1 (stereo not drawn)	1	0.9	1	1.3	1.1	-18	2	1	-2	0
COc1ccccc1OC(=O)C1CC(=O)N(c2ccc(Cl)cc2)C1 (stereo not drawn)	1	0.8	1	1.2	1	7	-3	0.8	0	-4
COc1ccc2c(c1)C(NC(C)=O)C(=O)N2C (stereo not drawn)	1	1	1.1	1.2	0.9	-5	-6	0.9	-2	-2
C=CCn1c(SC(C)C(=O)NC2(C#N)CCCCC2)nnc1-c1ccc(OC)cc1 (stereo not drawn)	1.1	0.9	1	0.9	1.1	-11	-2	0.9	-8	-13
CC1=CC2(O)OCCN(CCO)C2=CC1=O (stereo not drawn)	1	0.9	1.1	0.84	0.9	5	-6	0.4	-1	3
O=C(CSc1nc(-c2ccccc2Cl)ns1)c1ccc(Cl)cc1	1	0.8	1.1	1.4	0.8	18	-7	0.9	-2	-15
CCOc1ccc(NC(=NCc2ccc3c(c2)OCO3)SC2CC(=O)N(c3ccc(OCC)cc3)C2=O)cc1 (stereo not drawn)	1.1	1	1.1	1.1	0.9	-10	-9	1	-5	-10
COc1cc(OC)cc(C(=O)NCCNC(=O)c2ccccc2)c1	1.1	1	1.1	0.99	1.1	-8	-7	1	-5	-10
CC(=O)c1ccc(NC(=S)NC(C)c2ccc(Cl)cc2Cl)cc1 (stereo not drawn)	1	0.9	1.1	1.1	0.9	-8	-6	0.9	-4	-3
Cc1cccn2c(=O)c(/C=C(\C#N)C(=O)NCc3ccco3)c(N3CCC(C(N)=O)CC3)nc12	1	0.8	1	0.91	0.9	-2	-3	0.8	-3	3
Cn1c(N)c(Br)c(-c2ccc(F)cc2)c(C#N)c1=O	1	0.9	1	1.2	1	10	-2	0.9	-3	-11
CCCc1nnc(NC(=O)CCC(=O)NCc2ccccc2OC)s1	1	0.9	1	0.91	1	-3	-1	1	-2	-4
CCOC(=O)CSc1nnc(-c2cccs2)n1-c1ccccc1	1	0.8	1	0.96	1.1	-9	0	0.9	-4	-8
O=C(COC(=O)c1cc(=O)[nH]c(=O)[nH]1)Nc1cccc(S(=O)(=O)N2CCCCC2)c1	1.1	1	1	1.3	1.1	-16	-2	1	-5	-13
COc1cc(S(=O)(=O)N(Cc2ccccn2)Cc2ccccc2Cl)ccc1-n1cnnn1	0.9	0.9	1	1.2	1	-4	-2	1	5	-2
CCC(=O)Nc1sc2c(c1C#N)CC(C)(C)NC2(C)C	1.1	1	1.1	1	0.9	8	-9	1.1	-10	-4
CC(C)(C)c1cc(NC(=O)CSc2nnc(NCc3ccccc3)s2)n(-c2ccccc2)n1	1	0.9	1	0.63	1	6	4	0.9	1	-3
O=C(COC(=O)C1(c2ccc(F)cc2)CCCC1)NCc1ccc2c(c1)OCO2	1	0.8	1.1	0.74	1	5	-7	0.9	-3	-4
Cc1ccc(C(=O)CSc2nc3ccccc3c(=O)[nH]2)cc1	1.1	1	1.1	1.3	0.9	24	-7	1	-7	-9
CC1(C(=O)OCC(=O)Nc2ccccc2Cl)CC1(Cl)Cl (stereo not drawn)	1	1.1	1	1.2	0.9	18	4	0.9	0	-7
COc1ccc(Br)cc1S(=O)(=O)n1ccnc1C	1	1	1.1	1.3	0.9	5	-6	1	-2	-3
COC(=O)C1C(=O)C2=C(CC1C)NC(=O)CC2c1ccc(F)cc1 (stereo not drawn)	1	1.1	1.1	0.93	1	16	-7	1.1	0	-10
O=C(NCc1ccco1)c1cnn2c(C(F)(F)F)cc(-c3ccccc3)nc12	1	0.9	1	1.7	0.9	4	4	1	5	-4
CN1CCS/C1=C/C=C1\SC(=S)N(CC(=O)O)C1=O	0.6	0.9	0.9	0.86	0.4	3	11	0.8	43	41
CCn1c2ccccc2c2cc(NC(=O)CSc3nnc(-c4ccc(OC)cc4)n3N)ccc21	1	1	1	0.65	1	-4	-5	1.1	-4	-7
CCOc1ccc2nc(N/C(N)=N/C(=S)Nc3ccc(C)c(C)c3)nc(C)c2c1	1.1	1	1.1	1.1	0.3	-5	-9	1	-7	-8
Clc1ccc2c(c1)C(c1cccs1)=NNC(c1cccnc1)=N2	1	0.9	1	1.1	0.9	-13	-2	0.9	1	-1

Whole records, quoted from the list. Order of screens: TNAP act hi DEA	PMI activator	FLuc act counter	NF-kB expr up	bIAP activator	APP 5'UTR act	FLuc inh counter	PMI act hi M6P	TNAP inh hi DEA	TNAP inh noacc
CC1(C(=O)OCC(=O)Nc2ccccc2Cl)CC1(Cl)Cl (stereo not drawn) is entered as 1	1.1	1	1.2	0.9	18	4	0.9	0	-7
Cc1ccc(C(=O)CSc2nc3ccccc3c(=O)[nH]2)cc1 is entered as 1.1	1	1.1	1.3	0.9	24	-7	1	-7	-9
COC(=O)C1C(=O)C2=C(CC1C)NC(=O)CC2c1ccc(F)cc1 (stereo not drawn) is entered as 1	1.1	1.1	0.93	1	16	-7	1.1	0	-10

New compounds follow
SMILES	TNAP act hi DEA	PMI activator	FLuc act counter	NF-kB expr up	bIAP activator	APP 5'UTR act	FLuc inh counter	PMI act hi M6P	TNAP inh hi DEA	TNAP inh noacc
CCn1c(SCC(=O)Nc2ccc(Cl)cc2)nc2nc3c(cc2c1=O)CCCC3	1	0.9	1	0.51	1.3	-14	-4	0.9	-1	-44
CC1CCCN(C(=S)Nc2ccc(Nc3ccccc3)cc2)C1 (stereo not drawn)	1	0.9	1	1.9	0.8	80	0	0.9	-2	0
O=C(COn1nnc2ccc(C(F)(F)F)cc21)Nc1nnc(-c2ccccc2)o1	1	1	1	0.85	0.7	8	-2	1	0	1
COc1ccc(/C=C(\NC(=O)c2ccccc2)C(=O)N/N=C/c2ccncc2)cc1	1	1.1	1.1	0.99	1	13	-10	1	-2	5
CCCCNC(=S)N1CCN(C(c2ccccc2)c2ccccc2)CC1	1.1	1.1	1	0.54	1.2	10	0	1	-14	-56
CCC(C)C1=CC(=Nc2c(C)n(C)n(-c3ccccc3)c2=O)C=C(C(C)CC)C1=O (stereo not drawn)	0.6	0.5	1	1.2	0.8	-3	-1	0.4	39	22
Cn1nnc(NC(=O)COc2ccc(C3CCCCC3)cc2)n1	1	0.9	1	1.1	0.9	3	0	0.9	-3	-10
OC(c1ccccc1)c1nc2ccccc2s1 (stereo not drawn)	1.1	0.9	1	0.99	0.9	9	-4	0.9	-6	-13
O=C(Nc1ccc(N2CCN(C(=O)c3ccco3)CC2)c(Cl)c1)c1cccnc1	1	1	1	0.61	1	17	-2	1	0	-10
CN(CC(=O)O/N=C(\N)c1ccccn1)S(=O)(=O)c1cc(Cl)ccc1Cl	1	0.9	1	1.3	0.9	-3	2	0.9	0	-4
CCOC(=O)c1c(C)[nH]c(C)c1C(=O)CSc1nnc(-c2ccncc2)n1Cc1ccccc1	1.1	1	1.1	0.58	1	13	-6	1.1	-6	-19
CS(=O)(=O)Nc1ccccc1C(=O)NCc1ccco1	1.1	1	1.1	0.97	0.9	-2	-5	1.1	-7	-9
COC(=O)CCc1c(C)[nH]c(C(=O)OCc2ccccc2)c1C	1.1	1	1.1	1.1	0.9	20	-10	1	-6	-10
O=C(CCCN1C(=O)c2ccccc2C1=O)Nc1cccnc1	1	1.3	1	1.2	0.9	-25	-2	1.2	5	-4
COc1cc(NC(=O)COC(=O)CNC(=O)c2cc(C)cc(C)c2)c(C)cc1[N+](=O)[O-]	1	1.1	1.1	1.1	1.1	9	-6	1.1	-1	-6
C=CCNC(=O)/C(=C/c1ccc(Br)cc1)NC(=O)c1ccccc1OC	1	1.1	1.1	1	1	28	-6	1.1	-1	2
CSc1ccc(NC(=O)NCCCN2CCN(c3ccccc3F)CC2)cc1	1	1	1.1	0.96	1.1	-9	-7	1	-3	0
S=C(Nc1ccc(Cl)cc1)NC1CC2CCCC(C1)N2C1CC1 (stereo not drawn)	1.1	1	1	0.86	1.2	4	-3	1	-5	-11
COc1ccc(-c2[nH]ncc2CN2CCCO2)cc1F	1.1	1.1	1.1	1.1	1.1	6	-9	1	-6	11
O=C1c2ccc3c4c(ccc(c24)C(=O)N1CCCCO)C(=O)N(CCCCO)C3=O	1	1.2	1	0.5	0.9	-28	-4	0.6	-3	-10
Cc1cc(C(=O)CN2C(=O)C(=O)N(C3CCCC3)C2=O)c(C)n1-c1ccc(F)cc1	1	0.9	1	1.1	1.2	3	1	0.9	-3	-4

Source: PubChem (several laboratories)
